# Source: PubChem
# G9a inh = qHTS Assay for Inhibitors of Histone Lysine Methyltransferase G9a | G9a H3K9 monomethylation, AlphaScreen, 2 h | Potency, µM (top dose mostly 102 µM), for the others: at the highest dose activity, negative = inhibition, usual class: inhibitors | actives 8.8% (n = 350,000); note: % is set by controls: 0 for no effect and ±100 for the full control effect; nearly all actives have a fitted effect of over 75% in size
#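 Step 1: enzyme (final 20 nM) with compound, 15 min RT. Step 2: substrate peptide 500 nM and SAM 20 uM, 2 h RT. Step 3: anti-H3K9me1 antibody and AlphaScreen beads, 10 min, then plate read.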
# JMJD2A Tudor = qHTS Assay for Inhibitors of JMJD2A-Tudor Domain; Lysine-specific demethylase 4A (Homo sapiens), O75164; AlphaScreen JMJD2A-Tudor / H3K4me3 peptide binding; Potency, µM (top dose mostly 114 µM), inactives show at the top dose activity change, negative = inhibition, hits mostly inhibitors; actives 4.4% (n = 390,000); AID 504339, 2011; note: % is set by controls: 0 for no effect and ±100 for the full control effect; nearly all actives have a fitted effect of over 50% in size
# BLM inh = qHTS Assay for Inhibitors of Bloom's syndrome helicase (BLM); RecQ-like DNA helicase BLM (Homo sapiens), P54132; recombinant BLM DNA unwinding, fluorescence dequenching; Potency, µM (doses to about 56.1 µM), without a hit: at the top dose activity change, negative = inhibition, usual class: inhibitors; actives 0.2% (n = 350,000); AID 2528, 2010;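 note: plate controls were vehicle for no effect and no enzyme for full effect; nearly all actives have a fitted effect of over 35% in size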
# GLS inh = qHTS for Inhibitors of Glutaminase (GLS) | GLS enzymatic activity, qHTS titration | Potency, µM (highest dose often 45.5 µM), without a hit: at the top dose activity change, negative = inhibition, actives largely listed as inhibitors | actives 0.21% (n = 410,000) | AID 624170, 2012; note: % is set by controls: 0 for no effect and ±100 for the full control effect
#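 hKGA in 45 mM KH2PO4 pH 8.2, 0.02% Tween-20 with pin-transferred compounds; 1 mM L-glutamine (stock) plus glutamate oxidase/HRP/Amplex Red coupling added. Fluorescence read initially and after 30 min at RT.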
# PGK inhibitor = qHTS Assay to Find Inhibitors of Phosphoglycerate Kinase. AID 602233, 2012. PGK/GAPDH coupled, Kinase-Glo luminescence, 60 min. actives 0.043% (n = 380,000). Phosphoglycerate kinase, glycosomal (Trypanosoma brucei brucei), P07378. Potency, µM (doses to about 57.5 µM), without a hit: at the highest dose activity change, negative = inhibition, actives largely listed as inhibitors; note: % is set by controls: 0 for no effect and ±100 for the full control effect; nearly all actives have a fitted effect of over 60% in size
#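 Luminescent ATP detection (Kinase-Glo Plus) follows a 60-minute room-temperature incubation, with wells lacking PGK as controls. Buffer: 100 mM TEA (pH 7.6), 5 mM MgCl2, 0.01% Tween-20. Coupling enzyme GAPDH (100 nM final) supplies unstable 1,3-BPG in-well.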
# POLI inh = qHTS for Inhibitors of Polymerase Iota | Pol iota fluorescent replication assay, 10 min | Potency, µM (titrated, usually from 115 µM), for the others: top-dose activity, negative = inhibition, usual class: inhibitors | actives 1% (n = 390,000) | DNA polymerase iota (Homo sapiens), Q9UNA4
# Target sequence (Q9UNA4 whole entry, looked up): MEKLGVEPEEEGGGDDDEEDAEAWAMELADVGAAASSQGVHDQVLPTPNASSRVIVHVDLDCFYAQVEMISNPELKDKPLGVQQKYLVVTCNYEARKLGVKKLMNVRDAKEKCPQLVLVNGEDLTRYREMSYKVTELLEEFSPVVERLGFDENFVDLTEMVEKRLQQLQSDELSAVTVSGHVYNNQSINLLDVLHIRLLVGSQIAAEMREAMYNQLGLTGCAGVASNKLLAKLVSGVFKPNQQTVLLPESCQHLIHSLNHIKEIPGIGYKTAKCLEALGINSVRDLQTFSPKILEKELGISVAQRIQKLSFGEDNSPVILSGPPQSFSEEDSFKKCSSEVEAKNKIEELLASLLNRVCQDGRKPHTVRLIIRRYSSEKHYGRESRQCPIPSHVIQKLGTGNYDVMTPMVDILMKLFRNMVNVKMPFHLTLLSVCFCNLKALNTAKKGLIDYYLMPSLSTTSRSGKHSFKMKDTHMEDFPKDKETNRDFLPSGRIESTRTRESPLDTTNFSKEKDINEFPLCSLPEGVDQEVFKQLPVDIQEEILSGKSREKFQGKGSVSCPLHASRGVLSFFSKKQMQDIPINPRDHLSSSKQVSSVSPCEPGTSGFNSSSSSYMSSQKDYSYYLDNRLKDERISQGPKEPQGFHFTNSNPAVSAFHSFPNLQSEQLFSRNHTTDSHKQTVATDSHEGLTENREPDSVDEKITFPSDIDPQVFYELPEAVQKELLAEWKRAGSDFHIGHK
#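 Fluorescent replication assay read twice, at 0 min and 10 min after adding 50 nM (final) substrate. Enzyme (10 nM) and compounds were first incubated 15 min at room temperature; enzyme-free buffer wells were negative controls.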
# BAZ2B inh = qHTS Assay for Inhibitors of BAZ2B; actives 4.4% (n = 360,000); AlphaScreen BAZ2B-H3K14Ac peptide displacement; Potency, µM (top dose mostly 114 µM), without a hit: at the top dose activity change, negative = inhibition, actives largely listed as inhibitors; note: % is set by controls: 0 for no effect and ±100 for the full control effect; nearly all actives have a fitted effect of over 60% in size
#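 AlphaScreen displacement of biotin-H3(5-23)K14Ac peptide (50 nM final) from BAZ2B (50 nM final) in PBS pH 7.4, 0.01% Tween-20; complex preformed 30 min RT, then compounds (top 110 uM) 30 min RT, beads 20 min dark.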
# Pin1 inhibitor = qHTS Assay to Find Inhibitors of Pin1. actives 0.009% (n = 390,000). Potency, µM (top dose mostly 115 µM), for the others: top-dose activity, negative = inhibition, most hits filed as inhibitors. Pin1 FP peptide displacement, HiFluor488, 10 min; active = well fitted inhibition curve with a large enough effect in the polarisation, with a control signal flat, not every such curve was filed as active; inconclusive = small, poorly fitted or top-dose-only effect, or effect the other way, or a change in a side signal; inactive = no such curve, though single readings can be large or run the other way; the % refers to the polarisation; note: % is set by controls: 0 for no effect and ±100 for the full control effect
# Target sequence (Q13526 whole entry, looked up): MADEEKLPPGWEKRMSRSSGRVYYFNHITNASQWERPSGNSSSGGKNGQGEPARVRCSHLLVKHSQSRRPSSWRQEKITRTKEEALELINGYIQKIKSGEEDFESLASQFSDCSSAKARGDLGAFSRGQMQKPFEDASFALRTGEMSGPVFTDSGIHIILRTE
# HP1b binding inh = HTS for Inhibitors of HP1-beta Chromodomain Interactions with Methylated Histone Tails; actives 0.56% (n = 390,000); Chromobox protein homolog 1 (Homo sapiens), P83916; AID 540317, 2011; Potency, µM (doses to about 114 µM), for the others: top-dose activity change, negative = inhibition, usual class: inhibitors; AlphaScreen HP1-beta / biotin-H3K9me3 peptide binding; note: nearly all actives have a fitted effect of over 70% in size; inactives centre near 23
# Target sequence (P83916 whole entry, looked up): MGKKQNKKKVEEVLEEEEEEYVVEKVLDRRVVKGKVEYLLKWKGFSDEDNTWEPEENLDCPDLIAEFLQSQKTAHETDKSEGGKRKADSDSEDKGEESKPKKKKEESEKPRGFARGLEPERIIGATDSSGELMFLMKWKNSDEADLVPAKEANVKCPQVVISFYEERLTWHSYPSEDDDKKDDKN
#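 AlphaScreen: HP1-beta (50 nM) preformed 30 min with biotin-H3(1-18)K9me3 peptide (50 nM) in PBS pH 7.4, 0.01% Tween-20. Compound added for 30 min at RT, then streptavidin donor/nickel chelate acceptor beads (10 ug/mL) for 30 min.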
# Numbers without * were called inactive; i = inactive; u = inconclusive; x = no result given; & = joins results of further samples; [ ] = another dose, or the depositor's remark. Unless noted, calls come from the whole dose curve; as a rule, active = well fitted curve in the direction sought with a large enough effect; inconclusive = small, poorly fitted or top-dose-only effect, or another doubt; inactive = no such curve, though single readings can be large; an effect the other way counts as inactive or inconclusive. Potency is the fitted concentration of half-maximal effect. The list is partial. The share of hits here may be higher or lower than overall.
SMILES,G9a inh,JMJD2A Tudor,BLM inh,GLS inh,PGK inhibitor,POLI inh,BAZ2B inh,Pin1 inhibitor,HP1b binding inh
CSc1ncccc1C(=O)OCC(=O)NC1CCC(C)CC1 (stereo not given),-12%[12.7 µM],-5%,x,-2%,-7%,13%,8%,-3%,49%[activator]
CC(=O)[C@@H]1[C@@H](C(=O)c2ccccc2)[C@]2(C(=O)Nc3ccccc32)[C@H]2C=Cc3cc(F)ccc3N12,8.9µM*,-36%,-10%,-11%,i,3%,u,u,-31%
CC(C(=O)OCC(=O)c1cccc([N+](=O)[O-])c1)N1C(=O)C2C3CCC(C3)C2C1=O (stereo not given),-9%[59 µM],1%,1%,-1%,-11%,-20%,10%,0%,62%[activator]
COc1cccc(N2CCN(CC(=O)c3c(C)[nH]c4ccccc34)CC2)c1,-31%[59 µM],u,-2%,19%,-3%,14%,-38%,-2%,-8%
NNC(=O)CN1CCCc2ccccc21,3%,3%[11.4 µM],-3%,0%,-2%,66%[activator],-19%,2%,-12%
CCCN(CCC)S(=O)(=O)c1ccc(C(=O)N2CC3CCC(CC3)C2)cc1,x,4%,-10%,-13%,0%,160%[activator],3%,-7%,30%
COc1cccc(C(C(=O)NC(C)(C)C)N(Cc2ccc(F)cc2)C(=O)CCC(=O)Nc2cc(C)on2)c1OC (stereo not given),-31%,-2%,-1%,-4%,-6%,106%[activator],-3%,7%,20%
Cc1ccc(S(=O)(=O)N2CCN(C(=O)C(C)Cn3cncn3)CC2)cc1C (stereo not given),-1%,5%,0%,-7%,-7%,-14%,7%,4%,16%
Cc1cccc(Nc2c([N+](=O)[O-])ccc3nonc23)c1C,4%,-23%,0%,0%,-2%,24%,u,1%,32%
COc1ccc(NC(=O)c2ccccn2)cc1S(=O)(=O)N1CCOCC1,1%,u,0%,-6%,-2%,-19%,-11%,0%,10%
O=C(CCn1ccc2cc(S(=O)(=O)N3CCCC3)ccc21)NCc1ccccc1F,u,-11%&7%,2%&-3%,12%&1%,-6%&-2%,0%&-15%,-5%&-1%,u,10%[57 µM]
Cc1ccc(NC(=O)c2cc(S(=O)(=O)N3CCOCC3)cn2C)cc1F,20%,-15%,-2%,4%,-6%,34%[activator],-2%,0%,15%

# Quoted at random: four compounds from above
SMILES,G9a inh,JMJD2A Tudor,BLM inh,GLS inh,PGK inhibitor,POLI inh,BAZ2B inh,Pin1 inhibitor,HP1b binding inh
COc1ccc(NC(=O)c2ccccn2)cc1S(=O)(=O)N1CCOCC1,1%,u,0%,-6%,-2%,-19%,-11%,0%,10%
CCCN(CCC)S(=O)(=O)c1ccc(C(=O)N2CC3CCC(CC3)C2)cc1,x,4%,-10%,-13%,0%,160%[activator],3%,-7%,30%
CC(C(=O)OCC(=O)c1cccc([N+](=O)[O-])c1)N1C(=O)C2C3CCC(C3)C2C1=O (stereo not given),-9%[59 µM],1%,1%,-1%,-11%,-20%,10%,0%,62%[activator]
Cc1cccc(Nc2c([N+](=O)[O-])ccc3nonc23)c1C,4%,-23%,0%,0%,-2%,24%,u,1%,32%

# The listing continues.
SMILES,G9a inh,JMJD2A Tudor,BLM inh,GLS inh,PGK inhibitor,POLI inh,BAZ2B inh,Pin1 inhibitor,HP1b binding inh
COCC(O)CSc1c([N+](=O)[O-])nc(C)n1Cc1ccc(OC)c([N+](=O)[O-])c1 (stereo not given),u,-2%,-6%,-2%,6%,9%,-7%,-1%,51%[activator]
Cn1c(=O)c2ccccc2n2c(CCl)nnc12,-8%,-4%,-3%,22%,-2%,27%,-2%,-6%,26%
Cc1cccc(N(Cc2ccccc2)C(=O)c2cc(S(=O)(=O)N3CCOCC3)ccc2F)c1,-27%,-8%,x,-17%,0%,29%,-2%,4%,61%[activator]
O=C(O)CCC(=NNC(=O)c1cccc(S(=O)(=O)N2CCCCC2)c1)c1ccccc1,x,1%,x,19%,4%,35%[activator],x,-7%,42%[activator]
O=C(NC1CCCC1)c1ccc(CSc2nc3cccnc3n2Cc2cccc(F)c2)cc1,-4%[59 µM],-7%,-3%,2%,-2%,13%,-3%,1%,38%
CCCCCNC(=O)c1ccc2c(=O)n(CCOC)c(=O)[nH]c2c1,-15%,-4%[57.1 µM],-5%,-8%,-2%,20%,-4%,-1%,52%[activator]
COc1ccc(OC)c(C2=Nn3c(nnc3C3CCCCC3)SC2)c1,28%[59 µM],-34%,-2%,4%,-5%,12%,-3%,2%,-17%
CCCN1CNC(=S)N(c2cccc(C)c2)C1,2%,-15%,-4%,9%,6%,-20%,0%,1%,4%
O=C(O)C1CCN(C(=O)CSc2nc3cc(Cl)ccc3c(=O)n2Cc2ccccc2)CC1,9%,-9%,-1%,7%,3%,-2%,-4%,-2%,-2%
O=[N+]([O-])c1cc(S(=O)(=O)N2CCCC2)ccc1NN=C1CCCCC1,4%[59 µM],-24%,-3%,4%,i,-8%,-18%,-7%,2%
CCCCN(CC)CCCNC(=O)CC1Nc2ccccc2NC1=O (stereo not given),-3%,-13%,2%,-6%,i,26%,0%,-6%,28%
CCc1ccc(S(=O)(=O)n2c(C)nc3ccccc32)cc1,x,-6%,-7%,6%,-10%,96%[activator],2%,0%,35%
CCCCc1n[nH]c2c1/C(=N/OCC)CC(C)(C)C2,-10%[12.7 µM],-10%,-7%,1%,i,41%[activator],1%,-15%,42%[activator]
O=C(COc1ccc2c3c(c(=O)oc2c1)CCC3)Nc1ccccn1,-11%[0.501 µM],-13%,-5%,-24%,-12%,74%[activator],-5%,4%,18%[57 µM]
COc1ccc(C2=Nc3ccc(F)cc3NC(c3cccc(C(F)(F)F)c3)=N2)cc1,u,-17%,1%,-1%,x,19%,-37%,u,13%
O=C(CN1C(=O)CC(c2ccco2)Sc2ccccc21)Nc1ccccc1F (stereo not given),u,u,0%,2%,-5%,45µM*,u,29%,1%
COC(=O)c1ccccc1NC(=O)COC(=O)[C@H](C)NC(N)=O,u,-11%,-4%,6%,0%,62%[activator],12%,-7%,-10%
COc1ccccc1CN(C)CC(=O)Nc1ccc(Cl)cc1F,45%[activator],31%,-5%,-4%,0%,1%,73%[activator],2%,144%[activator]
O=C(N1CCOCC1)N1CCN(CC(O)COc2ccc3ccccc3c2)CC1 (stereo not given),13%[59 µM],-12%,0%,6%,7%,21%,-2%,-4%,26%
Cc1nc(-c2cc(C#N)c(Sc3ccc(Cl)cc3Cl)nc2C)cs1,x,18%,-4%,0%,2%,-14%,15%,11%,53%[activator]
CC(CNC(=O)c1cccc(Br)c1)n1cncn1 (stereo not given),x,-18%,1%,-2%,-6%,29%,10%,-6%,45%[activator]
O=C1CC(=O)N(Cc2ccco2)C(=S)N1,8.9µM*,56µM*,u,u,u,u,20µM*,u,-12%
Cc1ccc(NC(=S)N2CCN(c3ncccn3)CC2)c(C)c1,21%,-3%,1%,4%,-15%,36%[activator],-5%,4%,35%
COc1ccccc1N1CCN(C(=O)C(=O)c2c[nH]c3ccccc23)CC1,7%,-31%,1%,3%,-2%,7%,-30%,-5%,2%[57 µM]
COc1ccc(CC(=O)N(C)Cc2ccc(Cl)cc2)cc1S(=O)(=O)N1CCOCC1,1%,-14%,x,20%,13%,20%,12%,-7%,21%
Cc1cc(C(=O)Nc2ccc(Cl)cc2)on1,20%,1%,-2%,-3%,10%,14%,4%,2%,31%
O=C(CN1CCOCC1)Nc1nc2ccc(F)cc2s1,2%,-7%,3%,10%,6%,9%,-3%,6%,7%
COc1ccccc1C(=O)Nc1nc2ccccc2[nH]1,u,u,-1%,8%,7.9µM*,3%,5%,1%,-17%[57 µM]
Cc1nn(Cc2ccc(Cl)cc2Cl)c(C)c1NC(=O)NC12CC3CC(CC(C3)C1)C2,6%[59 µM],-1%[11.4 µM],-11%,1%,-2%,u,-9%,1%,-23%
CCOc1ccc(Nc2nc(C)c(NC(=O)c3cccc(F)c3)c(Nc3ccc(OCC)cc3)n2)cc1,20µM*,u,-1%,2%,i,u,3%,90%[activator],39%[activator]
COc1cccc2cc(-c3nnc(SCC(=O)NCc4ccccc4)n3C)oc12,5%[12.7 µM],-8%,-7%,2%,-7%,14%,-4%,0%,37%
CCOc1cc(N2CCOCC2)c(OCC)cc1NC(=O)[C@H](C)N1C(=O)C2CC=CCC2C1=O (stereo not given in full),-3%,-18%,-3%,-6%,-2%,55%[activator],-18%,-5%,18%
COc1cc(OC)cc(-c2cc3cc4c(cc3cn2)OCO4)c1,x,-8%,x,0%,-15%,14%,x,3%,14%
COc1ccccc1-n1nnnc1SCC(=O)Nc1oc(C)c2c(C)n[nH]c(=O)c12,11µM*,-15%,x,-14%,6%,19%,-6%,u,45%[activator]
CCCCN(C(=N)N1CCCCC1)c1nc(C)c([N+](=O)[O-])c(=O)[nH]1,6%,-14%,4%,5%,-13%,38%[activator],0%,-4%,33%[activator]
O=S(=O)(c1ccccc1)N1N=C(c2ccccc2)CC1c1ccccc1F (stereo not given),11%,-5%,-10%,-7%,i,14%,0%,-6%,19%
COc1ccc(CNC(=O)Cn2cnc3c(OCc4ccccc4)ncnc32)cc1,x,-12%,x,11%,8%,u,x,6%,27%
COc1ccc(-c2cc3nc[nH]c(=O)c3s2)cc1,-2%,-6%,1%,-14%,i,-5%,7%,9%,19%
O=C(COC(=O)c1ccc(F)cc1F)NC1CC1,3%,-12%,3%,2%,i,47%[activator],-2%,-3%,14%
COc1ccc(-c2nn(-c3ccccc3)cc2/C=C2/SC(=S)N(CCCC(=O)O)C2=O)c(C)c1,x,45µM*,u,-16%,-24%,u,50µM*,x,u
CCN(CC)c1ccc(/C=C2\SC(=O)N(C(C)C)C2=O)o1,7.1µM*,-35%,-6%,-1%,i,139%[activator],u,u,-11%
